RAD54 branch – RAD54 (human) branch migration inhibition; Q92698; inhibition, % at 10.4 µM; AID 602329; hit rate 0.14% among 360,000; RAD54 Holliday junction branch migration, FAM/BHQ fluorescence;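 active = mean normalized replicate activity at least 40 and at least half of replicates scoring 40 or more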;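 also: 0% = median of neutral control wells and 100% = median of positive control wells; inhibitors cause a drop in the FAM fluorescence signal; in these data hits start at about 50%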
Target sequence (Q92698 whole entry, looked up): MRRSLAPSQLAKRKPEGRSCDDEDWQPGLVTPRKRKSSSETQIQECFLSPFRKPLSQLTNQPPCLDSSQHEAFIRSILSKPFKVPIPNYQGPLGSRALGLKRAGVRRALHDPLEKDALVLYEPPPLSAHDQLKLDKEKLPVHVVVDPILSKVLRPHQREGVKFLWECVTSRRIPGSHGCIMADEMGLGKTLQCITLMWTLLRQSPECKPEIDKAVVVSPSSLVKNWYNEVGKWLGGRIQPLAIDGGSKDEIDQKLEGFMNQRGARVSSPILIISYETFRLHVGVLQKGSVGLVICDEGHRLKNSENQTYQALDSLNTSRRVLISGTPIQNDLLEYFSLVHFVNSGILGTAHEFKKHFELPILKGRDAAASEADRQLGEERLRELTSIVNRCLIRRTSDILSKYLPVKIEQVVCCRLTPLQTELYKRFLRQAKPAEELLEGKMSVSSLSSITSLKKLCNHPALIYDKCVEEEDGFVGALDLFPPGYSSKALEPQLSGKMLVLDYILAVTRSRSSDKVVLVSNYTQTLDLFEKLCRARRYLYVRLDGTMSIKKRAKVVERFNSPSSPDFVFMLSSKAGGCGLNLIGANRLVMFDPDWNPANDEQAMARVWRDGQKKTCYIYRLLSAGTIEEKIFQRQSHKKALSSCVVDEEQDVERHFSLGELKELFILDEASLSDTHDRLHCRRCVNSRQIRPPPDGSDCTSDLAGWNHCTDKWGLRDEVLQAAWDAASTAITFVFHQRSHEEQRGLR
Starred values were filed as active, the others as inactive. A portion of the library, so the mix of outcomes need not match the whole.

> CCOC(=O)c1cc2c(ccn2C)n1CC(=O)N1CCCC(C)C1 (configuration not stated)
  RAD54 branch: -8
> Cc1ccc2nc(NC(=O)CSc3nc4c(c(=O)n3C)SC(C)C4)sc2c1 (configuration not stated)
  RAD54 branch: -7
> CCc1ccc(NC(=O)CCNS(=O)(=O)c2cccc3nonc23)cc1
  RAD54 branch: 7
> C/C(=N\NC(=O)c1ccccc1C)c1cccc([N+](=O)[O-])c1
  RAD54 branch: 0
> O=C(NC(NNc1ccc([N+](=O)[O-])cc1)(C(F)(F)F)C(F)(F)F)c1ccccc1Cl
  RAD54 branch: -6
> CCCCN(CC)C(=O)c1cccc(Cl)c1
  RAD54 branch: 6
> CC(=O)N(c1ccccc1)c1nc(C)cc(C)c1C#N
  RAD54 branch: -4
> CCn1c(NCc2cccs2)nc2ccccc21
  RAD54 branch: -2
> COc1cc(C(=O)N(CCCO)Cc2cc3ccc(C)c(C)c3[nH]c2=O)cc(OC)c1OC
  RAD54 branch: 12
> CCOc1ccccc1NC(=O)C1Cc2ccccc2CN1S(C)(=O)=O (configuration not stated)
  RAD54 branch: -20
> COc1cccc(C(=O)Nc2cccc3cccnc23)c1OC
  RAD54 branch: 0
> CNC(=O)c1ccc(-c2sc3nc(N4CCOCC4)c4c(c3c2N)CC(C)(C)OC4)o1
  RAD54 branch: 11
> Cc1ccc(C)c(NC(=O)CCn2nc(C)cc2C)c1
  RAD54 branch: -5
> O=c1c2[nH]c3ccc(F)cc3c2ncn1CCCN1CCOCC1
  RAD54 branch: 7
> Cc1ccccc1C(=O)N1CCC(C(=O)Nc2ccc(F)cc2)CC1
  RAD54 branch: 4

> Cc1ccc(C(=O)NCC(C)(C)O)cc1
  RAD54 branch: 0
> COc1cccc(N2CC(O)=C(c3nc4ccccc4c(=O)[nH]3)C2=N)c1
  RAD54 branch: 11
> CCCCc1nc2ccccc2c(NC(=O)CNC(C)(C)C)c1CCC
  RAD54 branch: 6
> C=CCn1c(C)c(C(C)=O)c(N2CCN(c3ccccc3)CC2)nc1=S
  RAD54 branch: -95
> CC(C)CC(=O)N=C1SC2CS(=O)(=O)CC2N1CCc1ccccc1 (configuration not stated)
  RAD54 branch: 2
> CCOC(=O)Cc1csc(NC(=O)NC2(C(F)(F)F)Oc3cc(Cl)c(Cl)cc3O2)n1
  RAD54 branch: -4
> Cc1cc(C)cc(NC(=O)CN(Cc2ccccc2)S(C)(=O)=O)c1
  RAD54 branch: 0
> COC(=O)C1=C(C)N=C2SC(C)C(=O)N2C1/C=C/c1ccccc1OC (configuration not stated)
  RAD54 branch: 0
> CC(=Nc1ccccc1)C1=C(O)CSC1=O
  RAD54 branch: -5
> O=C(c1ccc(S(=O)(=O)N2CCCCCC2)cc1)N1CCC(CN2C(=O)c3cccc4cccc(c34)C2=O)CC1
  RAD54 branch: 0
> O=C(c1cn(-c2ccccc2)nc1-c1cccnc1)N1CCCCC1
  RAD54 branch: 1
> COc1ccc(C(=O)NCc2ccc(-c3nc4ccccc4s3)cc2)cc1OC
  RAD54 branch: 8
> CCOC(=O)C1=C(C)N=C2c3ccccc3C(=O)C2C1c1ccccc1 (configuration not stated)
  RAD54 branch: -5
> Cc1ccc(OCC(O)Cn2c(=N)n(CCN3CCCCC3)c3ccccc32)cc1 (configuration not stated)
  RAD54 branch: 15
> Cc1cc(N2C(=O)CC(Cc3ccccc3)C2=O)no1 (configuration not stated)
  RAD54 branch: 0

> CCOc1ncccc1C(=O)OCC(=O)c1ccc(Cl)s1
  RAD54 branch: -1
> Cc1onc(-c2ccccc2)c1C(=O)N/N=C(\N)COc1ccc(Cl)cc1
  RAD54 branch: -7
> N#Cc1c(/N=C/c2cc3ccccc3s2)sc2c1CCC2
  RAD54 branch: 3
> Cc1ccc(OCCN2C(=O)OC(C)(C)C2(C)O)cc1 (configuration not stated)
  RAD54 branch: -4
> Cc1cc(C)n(C(=O)c2ccc(S(=O)(=O)N3CCCC3)cc2)n1
  RAD54 branch: 0
> COc1nnc(-c2ccc(N3CCOCC3)c(NC(=O)C3CCCCC3)c2)c2ccccc12
  RAD54 branch: -5
> CCCn1c(SCCc2ccccc2)nc2c1c(=O)[nH]c(=O)n2C
  RAD54 branch: -3
> COc1ccc(C(=O)N(CC2CCCO2)C(C(=O)NC2CCCC2)c2ccc(Cl)cc2)cc1OC (configuration not stated)
  RAD54 branch: -5
> O=C(OCc1nnc(-c2ccccc2)o1)c1cc(=O)c2ccccc2o1
  RAD54 branch: 2
> Cc1ccc(C(=O)/C=C/Nc2ccc3c(c2)OCO3)cc1
  RAD54 branch: -1
> Cc1cc(C(=O)OCC(=O)Nc2cc(S(=O)(=O)N3CCOCC3)ccc2Cl)c(C)o1
  RAD54 branch: -3
> CCc1ccc(OCc2nnc(NC(=O)c3cccs3)s2)cc1
  RAD54 branch: -9
> CC(C)(C)n1nnnc1C(c1cccnc1)N1CCN(c2cccc(C(F)(F)F)c2)CC1 (configuration not stated)
  RAD54 branch: -6
> O=C(CN1CCN(Cc2ccccc2Cl)C1=O)NC1CCCCCC1
  RAD54 branch: 2
> CC(C)NC(=O)c1c2c(nc3ccccc13)CCCC2
  RAD54 branch: 3

An excerpt taken from the entries so far, for reference:
> Cc1ccc(OCC(O)Cn2c(=N)n(CCN3CCCCC3)c3ccccc32)cc1 (configuration not stated)
  RAD54 branch: 15
> Cc1cc(N2C(=O)CC(Cc3ccccc3)C2=O)no1 (configuration not stated)
  RAD54 branch: 0
> CCOc1ncccc1C(=O)OCC(=O)c1ccc(Cl)s1
  RAD54 branch: -1
> Cc1onc(-c2ccccc2)c1C(=O)N/N=C(\N)COc1ccc(Cl)cc1
  RAD54 branch: -7
> N#Cc1c(/N=C/c2cc3ccccc3s2)sc2c1CCC2
  RAD54 branch: 3
> Cc1ccc(OCCN2C(=O)OC(C)(C)C2(C)O)cc1 (configuration not stated)
  RAD54 branch: -4
> Cc1cc(C)n(C(=O)c2ccc(S(=O)(=O)N3CCCC3)cc2)n1
  RAD54 branch: 0
> COc1nnc(-c2ccc(N3CCOCC3)c(NC(=O)C3CCCCC3)c2)c2ccccc12
  RAD54 branch: -5
> CCCn1c(SCCc2ccccc2)nc2c1c(=O)[nH]c(=O)n2C
  RAD54 branch: -3
> COc1ccc(C(=O)N(CC2CCCO2)C(C(=O)NC2CCCC2)c2ccc(Cl)cc2)cc1OC (configuration not stated)
  RAD54 branch: -5
> O=C(OCc1nnc(-c2ccccc2)o1)c1cc(=O)c2ccccc2o1
  RAD54 branch: 2
> Cc1ccc(C(=O)/C=C/Nc2ccc3c(c2)OCO3)cc1
  RAD54 branch: -1
> Cc1cc(C(=O)OCC(=O)Nc2cc(S(=O)(=O)N3CCOCC3)ccc2Cl)c(C)o1
  RAD54 branch: -3
> CCc1ccc(OCc2nnc(NC(=O)c3cccs3)s2)cc1
  RAD54 branch: -9
> CC(C)(C)n1nnnc1C(c1cccnc1)N1CCN(c2cccc(C(F)(F)F)c2)CC1 (configuration not stated)
  RAD54 branch: -6
> O=C(CN1CCN(Cc2ccccc2Cl)C1=O)NC1CCCCCC1
  RAD54 branch: 2
> CC(C)NC(=O)c1c2c(nc3ccccc13)CCCC2
  RAD54 branch: 3

More entries.
> CCOC(=O)c1ccc(NC(=O)CN2C(=O)CSC2=O)cc1
  RAD54 branch: -9
> Cc1ccc(C(=O)COC(=O)c2cccs2)cc1
  RAD54 branch: 0
> Cc1cc(C)n(C(=O)CNC(=O)CCc2ccccc2)n1
  RAD54 branch: -6
> CCSc1nc2c(c(-c3ccc(C)o3)c1C#N)CCCC2
  RAD54 branch: 5
> CC1CCN(CCCn2c(=S)[nH]c3ccccc3c2=O)CC1
  RAD54 branch: 4
> O=C(NCCCn1ccnc1)C(=O)NCC(c1cccnc1)N1CCN(c2ccc(F)cc2)CC1 (configuration not stated)
  RAD54 branch: 11
> CCOC(=O)CNC(=O)COc1ccc(Cl)cc1Br
  RAD54 branch: 0
> COC(=O)C1=CN(C2CC2)C=C(C(=O)OC)C1c1ccc(C(=O)OC)cc1
  RAD54 branch: -9
> CC(=O)C1=C(C)NC(SCc2cccc([N+](=O)[O-])c2)=C(C#N)C1c1ccco1 (configuration not stated)
  RAD54 branch: -5
> COc1cccc(C2=NOC(C(=O)NC3CCCCC3)C2)c1 (configuration not stated)
  RAD54 branch: -12
> COc1ccc(N2CCN(C(CNC(=O)c3ccc4c(c3)OCO4)c3cccnc3)CC2)cc1 (configuration not stated)
  RAD54 branch: -12
> CSc1nsc(SCC(=O)NC2CCCCC2)n1
  RAD54 branch: -8
> COC(=O)C1=C(C)N=C2SC(C)C(=O)N2C1/C=C/c1ccccc1 (configuration not stated)
  RAD54 branch: 19
> N#Cc1cc(Cl)c(N2CCOCC2)cc1C#N
  RAD54 branch: 6
> CCOc1cc(CNn2nnnc2N)cc(Cl)c1OCC(=O)NC(C)(C)C
  RAD54 branch: 9

> Cc1ccc2c(n1)CC(C)(C)CC2=O
  RAD54 branch: -11
> CC(C)NC(=O)CSc1nnc(C2CC2)n1-c1ccccc1
  RAD54 branch: 0
> Cc1cc(C(=O)COC(=O)c2csc3c2CCCC3)c(C)n1C
  RAD54 branch: 9
> Cc1nn(Cc2ccccc2)c(C)c1NC(=O)c1cc2nc(-c3ccco3)cc(C(F)(F)F)n2n1
  RAD54 branch: -2
> O=C(CCCn1c(SCC(=O)c2ccc(Cl)cc2)nc2ccccc2c1=O)NCc1ccco1
  RAD54 branch: 0
> COc1ccc(/C=N/n2c(SC)nnc2-c2ccccc2)c(OC)c1OC
  RAD54 branch: 0
> CCOC(=O)c1cncc(NC(=O)c2ccccc2)c1
  RAD54 branch: 4
> CCOc1ccccc1CN1CCN(S(=O)(=O)CC)CC1
  RAD54 branch: -6
> Cc1ccc(C(=O)Cn2cnc3ccccc3c2=O)cc1
  RAD54 branch: -3
> CCOC(=O)c1ccc(CSc2nnc(-c3ccncc3)n2N)cc1
  RAD54 branch: 7
> N=C1C(c2ccc(Br)cc2)=C(O)C2CCc3ccccc3N12 (configuration not stated)
  RAD54 branch: -2
> C=C(C)Cn1c(C(C)NC(=O)CCC)nc2ccccc21 (configuration not stated)
  RAD54 branch: -9
> CCOC(=O)c1ccc(N2C(=O)CC(Nc3ccc(CCO)cc3)C2=O)cc1 (configuration not stated)
  RAD54 branch: -6
> COc1cc2c(C(=O)NC3CCCCCC3)cn(C)c(=O)c2cc1OC
  RAD54 branch: -4
> CC1Cc2ccccc2N1Cc1nc2scc(-c3cccs3)c2c(=O)[nH]1 (configuration not stated)
  RAD54 branch: -9

> O=C(CSc1ncn[nH]1)NCCCc1ccccc1
  RAD54 branch: 12
> OC(CNCc1ccco1)Cn1c2ccc(Br)cc2c2cc(Br)ccc21 (configuration not stated)
  RAD54 branch: -2
> COc1ccc(CN2CCN(S(=O)(=O)c3ccccc3)CC2)cc1Br
  RAD54 branch: 3
> Cc1nn(CC#N)c(=O)n1-c1ccc(F)cc1
  RAD54 branch: 3
> COc1ccc(NS(=O)(=O)c2ccc(SC)cc2)c(OC)c1
  RAD54 branch: 3
> O=C(NCc1ccccc1F)C1CCN(C(=O)NCc2ccccc2)CC1
  RAD54 branch: -3
> COc1cc(OC)c(NC(=O)c2ccoc2C)cc1Cl
  RAD54 branch: -5
> COc1ccc(CNC(=O)C2CCN(S(=O)(=O)c3ccc(-c4nn[nH]n4)cc3)CC2)cc1
  RAD54 branch: 1
> CC1CCN(S(=O)(=O)c2ccc(-c3nnc(SCc4cccnc4)o3)cc2)CC1
  RAD54 branch: 10
> Cn1cc(Cl)c(C(=O)N/N=C/c2ccc(OS(=O)(=O)c3ccccc3)cc2)n1
  RAD54 branch: 0
> CCc1ccc(C(=O)COC(=O)CNC(=O)c2ccc(N3C(=O)c4ccccc4C3=O)cc2)cc1
  RAD54 branch: -5
> Cc1cccc(N(CC(=O)NCc2ccc3c(c2)OCO3)C(=O)CCC(=O)Nc2ccccn2)c1
  RAD54 branch: 0
> CCn1c(=N)c(S(=O)(=O)c2ccc(F)cc2)cc2c(=O)n3ccccc3nc21
  RAD54 branch: -4
> Cc1ccc(C(C)C)cc1C(=O)CC1(O)C(=O)N(C)c2ccccc21 (configuration not stated)
  RAD54 branch: 11
> COc1ccccc1Cn1nnc2c(=O)[nH]c(C3CCN(C(=O)c4ccc(F)cc4)CC3)nc21
  RAD54 branch: -1

> CC1CCN(c2oc(Cc3cccc4ccccc34)nc2C#N)CC1
  RAD54 branch: 7
> Cc1cccc(Nc2nnc(-c3ccc(C(=O)N4C[C@H]5C[C@H](C4)c4cccc(=O)n4C5)cc3)c3ccccc23)c1
  RAD54 branch: 0
> CNC(=S)NNC(=O)Cc1ccccc1
  RAD54 branch: 0
> Cc1nc(N)nc(OCC(F)(F)C(F)F)c1Br
  RAD54 branch: 5
> Cc1nc2sc(C)c(C)c2c(=O)[nH]1
  RAD54 branch: -1
> O=c1cc(-c2ccccc2)[nH]c2ccccc12
  RAD54 branch: -4
> COc1cccc(C(=O)NC(=S)Nc2ccccc2N2CCOCC2)c1
  RAD54 branch: 1
> O=C(NCC1CCCO1)C1CCC(CNS(=O)(=O)c2ccccc2)CC1 (configuration not stated)
  RAD54 branch: -6
> COc1ccc(-c2nc(=S)c3c(n2CCN2CCOCC2)CC(C)(C)OC3)cc1
  RAD54 branch: -8
> CON/C=C(\C=Nc1ccc(C(F)(F)F)cc1)c1ncc(C(F)(F)F)cc1Cl
  RAD54 branch: 2
> N#Cc1nc(-c2ccccc2F)oc1NCCc1ccccc1
  RAD54 branch: 11
> CCn1c(COc2ccc(Cl)cc2)nnc1SCc1nc2ccccc2[nH]1
  RAD54 branch: -21
> O=c1c2cc3c(cc2[nH]c(=S)n1Cc1ccco1)OCO3
  RAD54 branch: 7
> Cc1ccn2c(C(=O)N/N=C\c3ccccc3[N+](=O)[O-])c(C)nc2c1
  RAD54 branch: 0
> COc1ccccc1-n1cnc2cc(NCc3ccco3)ccc21
  RAD54 branch: 3
> COc1ccc(CNc2ccc(C(=O)O)cc2)cc1
  RAD54 branch: -15
> CCC(C)Oc1nc(C)cc(C)c1S(=O)(=O)c1ccccc1C (configuration not stated)
  RAD54 branch: -18
> O=C(NCCN1CCN(C(=O)c2cccs2)CC1)c1cccs1
  RAD54 branch: 8
